D1 agonist – agonists of human D1 dopamine receptor | P21728 | HEK293 T-REx D1 cells, calcium flux, agonist mode | activation, % at 2 µM | actives 1% (n = 360,000) | AID 504660; further: 0% is about no effect
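Inducible HEK293 T-REx D1 cells, force-coupled to calcium signalling, were plated at 4000 cells/well with tetracycline and held overnight at 30 C. After no-wash calcium dye loading, compound-evoked calcium rise over 180 s flagged agonists.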
D1 PAM – human D1 dopamine receptor positive modulation | HEK293 TREx D1 cells, calcium flux, dopamine EC20 potentiation | potentiation, % at 10 µM | actives 0.036% (n = 360,000) | AID 504651; in the data active means potentiation above about 30%; further: 0% is about no effect
D2 ag – D2 dopamine receptor (human) agonism. HEK293 T-REx D2 cells, calcium flux agonist mode. activation, % at 2 µM. P14416. AID 485358. actives 0.53% (n = 340,000);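 active means activation over 3 SD above normal in the single-dose calcium agonist read, cut at about 30% in these data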; further: 0% is about no effect
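Agonism is scored from calcium flux in a force-coupled, inducible HEK293 cell line expressing D2, read kinetically for 180 s after compound addition against dopamine controls.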
TRHR PAM – allosterically enhances the human TRH receptor; TRHR cells, fluo-8 calcium fluorescence, EC20 TRH enhancement; actives 0.66% (n = 360,000); enhancement, % at 2 µM; AID 493056; in the data active means enhancement above about 30%; further: 0% is about no effect
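Enhancer read-out: after compound pinning and an initial kinetic agonist-mode read, an EC20 of TRH (10 nM final) was injected and fluo-8 calcium signal (Ex 480/Em 530) followed at 1 s/cycle for 100 cycles in TRHR-expressing cells.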
D2 potentiator – positive allosteric modulators of human D2 dopamine receptor | P14416 | actives 0.34% (n = 340,000) | potentiation, % at 10 µM | HEK293 T-REx D2, calcium flux, EC20 dopamine potentiation;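 active means potentiation over 3 SD above the plate norm, cut at about 30% in these data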; further: 0% is about no effect
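Cells plated with tetracycline inducer and held overnight at 30 C; calcium dye loaded 30–90 min at room temperature; baseline taken, compound added and read 180 s; EC20 dopamine then added and read 180 s.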
D1 antag – human D1 dopamine receptor antagonism. P21728. HEK293 TREx D1 cells, calcium flux, dopamine EC80; active compounds read low. activity change, negative = inhibition, % at 10 µM. actives 3.2% (n = 360,000). AID 504652; in the data active means activity change below about -30%; further: on the % scale 0 is the no-effect control and ±100 the full control effect
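Inducible Hek293 Trex D1 cells (tetracycline, overnight, 30 C). Calcium dye 30–90 min RT. Antagonist mode: EC80 dopamine added after 180 s compound read.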
TRHR agonist – TRH receptor (human) agonism | activation, % at 2 µM | P34981 | AID 493084 | TRHR cells, calcium flux fluo-8, FDSS agonist mode | actives 0.18% (n = 360,000); further: 0% is about no effect
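TRHR-expressing cells loaded with fluo-8 calcium dye; 23 nL library compound pin-transferred, kinetic FDSS fluorescence (Ex 480/Em 530) recorded about 180 s for agonist-induced calcium release, before a 10 nM TRH EC20 addition for potentiator mode.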
D2 antagonist – antagonists of human D2 dopamine receptor | HEK293 TREx D2 cells, calcium flux, dopamine EC80 | inhibition, % at 10 µM | actives 2% (n = 340,000) | AID 485344; in the data active means inhibition above about 30%; further: 0% is about no effect
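Tetracycline-induced HEK293 TREx cells expressing D2 receptor forced-coupled to calcium signalling, loaded with no-wash calcium dye. Compounds added and calcium flux read 180 s, then dopamine added at EC80 and read a further 180 s.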
RXFP1 antagonist – antagonists of human relaxin receptor RXFP1 | HEK293-RXFP1, relaxin-stimulated cAMP HTRF, 30 min; active compounds read low | activity change, negative = inhibition, % at 57.5 µM | Q9HBX9 | AID 1259400 | actives 0.59% (n = 350,000);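 active means activity change of -60% or lower, but not beyond a set lower limit; inconclusive means change between -60% and -40%, or beyond the set limit; inactive means change above -40%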; further: on the % scale 0 is the no-effect control and ±100 the full control effect
Target sequence (Q9HBX9 whole entry, looked up): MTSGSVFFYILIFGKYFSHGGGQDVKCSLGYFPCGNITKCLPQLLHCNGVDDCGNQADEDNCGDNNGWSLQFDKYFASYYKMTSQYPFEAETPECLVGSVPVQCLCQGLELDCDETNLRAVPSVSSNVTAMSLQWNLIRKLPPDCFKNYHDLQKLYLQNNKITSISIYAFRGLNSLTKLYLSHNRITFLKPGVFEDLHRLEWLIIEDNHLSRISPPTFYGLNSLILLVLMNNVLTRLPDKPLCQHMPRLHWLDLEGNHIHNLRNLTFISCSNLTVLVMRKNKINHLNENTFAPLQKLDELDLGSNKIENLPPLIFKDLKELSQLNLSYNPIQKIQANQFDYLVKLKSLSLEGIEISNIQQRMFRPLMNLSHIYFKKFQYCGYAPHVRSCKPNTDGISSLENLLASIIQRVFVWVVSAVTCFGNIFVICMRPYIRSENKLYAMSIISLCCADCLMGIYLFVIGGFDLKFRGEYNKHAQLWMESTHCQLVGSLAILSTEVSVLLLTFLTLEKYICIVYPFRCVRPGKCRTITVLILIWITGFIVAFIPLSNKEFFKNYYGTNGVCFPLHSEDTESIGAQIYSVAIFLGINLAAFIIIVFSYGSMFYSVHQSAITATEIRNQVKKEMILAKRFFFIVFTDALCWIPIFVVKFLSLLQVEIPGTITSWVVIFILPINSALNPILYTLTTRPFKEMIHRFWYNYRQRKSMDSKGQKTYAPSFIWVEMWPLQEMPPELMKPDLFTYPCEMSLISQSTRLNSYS
* hit, by the source's call; ? = inconclusive; . = no result given. Unless noted, no stated cut-off is given here; in the data, active means activation above about 30%; inactive means the rest.

SMILES	D1 agonist	D1 PAM	D2 ag	TRHR PAM	D2 potentiator	D1 antag	TRHR agonist	D2 antagonist	RXFP1 antagonist
COc1ccc(C(c2c(O)nc(SC)n(C)c2=O)c2c(O)nc(SC)n(C)c2=O)cc1O	3	-5	-0.6	-1	-5	41	0.2	-25	-2
C=CCNC(=O)N1CCCC(C(=O)c2cccc(OC(C)C)c2)C1 (stereo unspecified)	3	0	-0.3	2	-4	11	-0.6	2	16
NC(=O)C1CCCN(C(=O)CNC(=O)C23CC4CC(CC(C4)C2)C3)C1 (stereo unspecified)	1	3	-0.7	20	-1	13	0.0	-13	-8
COc1ccc(S(=O)(=O)N2CCN(Cc3cc(OC)c(OC)c(OC)c3)CC2)cc1	4	-13	-0.2	4	17	-4	-1.4	1	1
CCOc1cc(NC(=S)NCc2ccco2)c(OCC)cc1NC(=O)CC(C)C	-2	-1	0.8	11	-3	7	0.3	-20	-6
CCCn1nc2cc(C(=O)NCC34CC5CC(CC(C5)C3)C4)ccc2c1OCC	6	0	0.2	5	5	3	-0.9	0	.
Cn1cc(C(=O)NCCc2ccccc2)c(=O)c2cc(S(=O)(=O)N3CCCCC3)ccc21	1	3	-0.1	-4	10	5	0.1	.	1
O=C(CCC1CCCC1)NNC(=O)c1ccccc1O	2	4	-0.2	-1	4	-5	-0.2	-5	-1
CNS(=O)(=O)c1ccc(NC(=O)C2CC(=O)N(c3ccc(Cl)cc3)C2)cc1 (stereo unspecified)	2	-4	0.6	0	3	8	-0.6	7	2
COc1ccc(CN=C(N)N=C(N)N)cc1Cl	1	-3	0.3	8	-6	11	0.9	3	-5
CCOc1cccc(OCCOCCNC(C)(C)C)c1	1	-2	0.5	11	5	14	-0.5	9	-7
CCCCn1nc(C(=O)O)ccc1=O	1	-2	.	2	.	-26	0.5	.	-9
COc1ccc(N2CCN(C(=O)c3ccccc3N(C)S(=O)(=O)c3ccc(C)cc3)CC2)cc1	2	-6	-0.4	-3	-1	-6	-1.8	3	-8
Cc1cccc(NC(=O)c2csnn2)n1	3	-2	.	-4	.	-10	-0.1	.	-3
O=C1C=CCC(/C=C/c2ccccc2)O1 (stereo unspecified)	-3	-4	1.0	-3	-5	-1	0.0	18	.
CO/N=C/CC(=O)c1cnc(-c2ccc(Cl)cc2)s1	3	0	0.2	4	3	-5	-0.5	-8	-25
COc1cccc(NC(=S)N2CCC(N(C)CC3CCCO3)CC2)c1 (stereo unspecified)	-1	9	2.8	10	2	-5	0.0	-16	-6
CCCNC(=O)c1ccccc1NS(=O)(=O)c1ccc(OC)c(OC)c1	5	4	-0.3	-3	-2	-2	-0.9	-9	-4
Cn1c(=O)c2c(nc(NCc3ccccc3)n2CC(N)=O)n(C)c1=O	2	-7	2.0	2	7	-1	-0.4	-21	1
COc1ccccc1N(C(=O)Cn1nnc2ccccc21)C(C(=O)NCc1ccco1)c1ccc(C)o1 (stereo unspecified)	15	2	1.8	2	-9	2	5.4	-33	-3
Cc1nn(C2CCS(=O)(=O)C2)c(Cl)c1/C=C/C(=O)OCC(=O)Nc1ccccc1[N+](=O)[O-] (stereo unspecified)	3	4	0.4	-2	-1	-5	0.3	-10	-3
CN(c1ncc(C(F)(F)F)cc1Cl)n1cc(C(=O)O)c2ccccc2c1=O	1	-3	0.2	8	6	-2	-0.1	18	-7
CCOC(=O)c1cccnc1SCC(=O)NCc1ccccc1	2	1	.	-5	4	-1	-1.3	.	22
CC(=O)Oc1ccc(C(=O)Nc2ccccc2NC(=O)c2ccc(OC(C)=O)cc2)cc1	1	0	0.9	-15	8	10	-0.2	4	6
CCN1CCN(C(=O)Nc2cccc(C(F)(F)F)c2)CC1	5	-4	0.3	9	-6	-7	0.5	-4	8
COCCNC(=O)/C(C#N)=C/c1c(N2CC(C)OC(C)C2)nc2ccccn2c1=O (stereo unspecified)	-1	-3	-0.5	-3	-2	-5	0.2	4	.
COc1cc(CCC(=O)Nc2cccc(S(=O)(=O)N(C)C)c2)cc(OC)c1OC	9	-3	0.2	3	5	-16	0.3	39*	-5
COc1cc(/C=N/N=C(\N)c2nonc2N)ccc1O	1	-2	-0.6	13	0	5	-0.9	6	?
COc1cc(OC)c(NC(=O)CN2CCCN(Cc3ccccc3C)S2(=O)=O)cc1Cl	-1	0	1.2	0	2	8	-0.3	.	-7
COc1cc(C(C)=O)ccc1OCC(O)CN1CCN(c2ccc(C)c(C)c2)CC1 (stereo unspecified)	2	-30	0.1	8	-24	-24	0.3	-15	-14

Filtered by structure: the entries above with a COOH group
SMILES	D1 agonist	D1 PAM	D2 ag	TRHR PAM	D2 potentiator	D1 antag	TRHR agonist	D2 antagonist	RXFP1 antagonist
CCCCn1nc(C(=O)O)ccc1=O	1	-2	.	2	.	-26	0.5	.	-9
CN(c1ncc(C(F)(F)F)cc1Cl)n1cc(C(=O)O)c2ccccc2c1=O	1	-3	0.2	8	6	-2	-0.1	18	-7

Retrieved by compound from the list above:
SMILES	D1 agonist	D1 PAM	D2 ag	TRHR PAM	D2 potentiator	D1 antag	TRHR agonist	D2 antagonist	RXFP1 antagonist
Cc1nn(C2CCS(=O)(=O)C2)c(Cl)c1/C=C/C(=O)OCC(=O)Nc1ccccc1[N+](=O)[O-] (stereo unspecified)	3	4	0.4	-2	-1	-5	0.3	-10	-3
CO/N=C/CC(=O)c1cnc(-c2ccc(Cl)cc2)s1	3	0	0.2	4	3	-5	-0.5	-8	-25
CCN1CCN(C(=O)Nc2cccc(C(F)(F)F)c2)CC1	5	-4	0.3	9	-6	-7	0.5	-4	8
COc1cccc(NC(=S)N2CCC(N(C)CC3CCCO3)CC2)c1 (stereo unspecified)	-1	9	2.8	10	2	-5	0.0	-16	-6

Further results.
SMILES	D1 agonist	D1 PAM	D2 ag	TRHR PAM	D2 potentiator	D1 antag	TRHR agonist	D2 antagonist	RXFP1 antagonist
CC(C(=O)Nc1ccc2c(c1)OCCO2)c1ccc([N+](=O)[O-])cc1 (stereo unspecified)	101*	4	23	-10	1	-51*	13	4	-5
Cc1nn(Cc2ccccc2)c(C)c1NC(=O)CSc1n[nH]c(C)c1[N+](=O)[O-]	0	-6	0.9	-2	-6	-13	0.6	-11	-1
Cc1nc([N+](=O)[O-])c(Br)n1CC(=O)c1ccc(F)cc1	13	-4	0.5	5	8	-10	-0.2	34*	0
Cc1ccc(-c2nnn(CC(=O)N(CC(=O)NCc3ccccc3)c3cccc(C)c3C)n2)o1	7	8	1.0	3	1	5	0.0	-16	5
Cc1ccc(-c2nc3ccccc3[nH]2)cc1NC(=O)/C=C/c1ccco1	4	-1	-0.7	1	-6	7	-0.8	-19	-6
COc1ccc(CCNC(=O)CCN2C(=O)C3CC=CCC3C2=O)cc1OC (stereo unspecified)	1	-7	0.7	-9	2	-1	0.1	64*	6
COc1ccc(N2CCN(S(=O)(=O)c3c(C)nc4sc(C)cn4c3=O)CC2)cc1	0	-1	-0.1	5	1	-6	-0.4	.	-8
Cc1cc(N2CCCC2)ccc1NC(=O)CN1C(=O)NC(C)(c2ccccc2)C1=O (stereo unspecified)	1	4	0.0	-11	11	9	-1.1	-3	-16
O=S(=O)(/C=C/c1ccccc1)N1CCNCC1	9	-3	-0.2	10	15	-1	-0.1	-10	-12
O=C(CSc1nccc(=O)[nH]1)NC1CCCC1	1	3	0.4	2	13	-3	0.3	2	10
CCc1nc(SCC(=O)OC)c2c3c(sc2n1)COC(C)(C)C3	2	-10	-2.1	6	8	-8	-0.4	-7	-25
N#Cc1c(-c2ccccc2)cc(-c2ccco2)c(C#N)c1N	13	0	1.1	-3	2	21	12	-2	.
Clc1ccc(Nc2nc(-c3cccs3)cs2)nc1	-1	-3	0.0	-14	-6	-13	-0.2	18	-32
Cn1cc(Br)c(C(=O)NN2C(=O)C3C(C2=O)C2C=CC3C23CC3)n1 (stereo unspecified)	0	2	0.8	0	10	6	0.0	-4	0
CN(NC(=O)/C=C/C(=O)O)c1ncc(C(F)(F)F)cc1Cl	7	2	0.0	-4	3	3	-0.7	-2	4
Cc1oc(-c2cccc(Cl)c2)nc1CN1CCCC(C(=O)NC(C)c2ccc3c(c2)OCCO3)C1 (stereo unspecified)	5	-6	-0.4	-7	-16	2	0.1	-11	?
CC(Sc1nnc(-c2ccccc2Br)o1)C(=O)N1CCOCC1 (stereo unspecified)	4	0	.	5	6	16	0.1	.	7
CCN(CC)S(=O)(=O)c1ccc2c(c1)N(CC(=O)Nc1cccc(C)c1C)C(=O)C1CCCN21 (stereo unspecified)	3	2	-0.2	1	0	28	0.1	.	-5
CCOc1ccc(Sc2cc(C(=O)NC(C)CC)c3ccccc3n2)cc1 (stereo unspecified)	0	-2	.	1	16	-9	-0.4	.	.
O=C(O)c1ccc(NC(=O)c2cn(-c3ccccc3)nc2-c2ccc(F)cc2)cc1	4	-1	-0.8	2	-1	7	-0.1	-23	-29
O=C(CSc1nccc(=O)[nH]1)Nc1ccc(N2CCOCC2)cc1	1	0	0.7	1	-3	18	0.7	6	-8
O=C(CN(C(=O)CNS(=O)(=O)c1ccccc1)c1ccc(F)cc1)NCc1ccco1	6	.	0.8	15	1	6	0.4	-12	-1
COc1ccc2c(c1)CCC1C2=NN(/C(C)=C/C(C)=O)C1c1cccc(F)c1 (stereo unspecified)	-2	0	-1.0	-6	10	-5	0.6	-16	-27
CN(C)CC/C=C1/c2cc(F)ccc2CSc2ccc(F)cc21	5	-9	3.9	3	-25	-4	1.1	-26	.
CCNC(=S)N(CCc1c(C)[nH]c2ccc(C)cc12)Cc1cc(OC)c(OC)c(OC)c1	-2	2	0.9	1	7	-12	2.8	-14	.
NC(=O)CSc1nnc(NC(=O)c2cccc(S(=O)(=O)N3CCCCC3)c2)s1	2	-1	-0.6	21	12	14	-0.3	-1	-1
O=C(CCNC(=O)C1CCN(S(=O)(=O)c2ccc(F)cc2)CC1)NCc1cccnc1	0	-4	0.8	-6	-2	11	0.1	7	-20
COc1ccc(-c2c(C#N)c(SCC(=O)Nc3ccc(C)c(C)c3)nc(C)c2C(=O)Nc2ccc(Cl)cc2)cc1	2	-2	.	1	2	0	1.2	.	.
O=C1N/C(=N\S(=O)(=O)Cc2ccccc2)S/C1=C/c1cccc([N+](=O)[O-])c1	1	-2	1.5	8	20	-2	1.0	-16	5
CCC(C)(C)NC(=O)C(c1cccn1C)N(Cc1ccccc1)C(=O)Cn1nnc2ccccc21 (stereo unspecified)	5	1	0.0	-3	8	-4	0.7	-4	.
O=S(=O)(Cc1ccccc1)N1CCN(Cc2ccc3c(c2)OCO3)CC1	1	-6	-0.6	6	-10	-14	-0.5	4	-15
O=C(CSc1nnc(-c2ccc(Cl)cc2Cl)n1C1CCCCC1)N1CCCC1	0	1	-0.6	-10	2	1	-0.5	23	-9
CCC(=O)c1ccc(OCC(=O)Nc2ccccc2C(=O)N2CCCCC2)cc1	5	3	-1.3	-13	2	0	-0.5	-19	-3
CCOC(=O)c1oc2ccccc2c1NC(=O)c1ccc2c(c1)OCO2	2	2	0.2	4	-5	0	-0.3	-9	-7

Compound activity (PubChem)
